Rev-erbA mod: modulators of human Rev-erb alpha DNA binding | activity, % at 10 µM | 370,000 tested, 0.79% active | AID 1259318 | P20393 | Rev-erbα–FITC-DNA binding, fluorescence polarization, 90 min;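 active = activity above about 14%, limit read from the data; passing the limit was not always enough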;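 also: 0% = DMSO wells with 35 nM protein and 100% = DMSO wells with 750 nM protein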
PLCg1 inh: inhibitors of human phospholipase C gamma1; P19174; purified PLC-gamma1, fluorogenic substrate, fluorescence; inhibition, % at 12.2 µM; 370,000 tested, 0.84% active; AID 720700; in the data active = inhibition above about 9.5%
ADAM17 inh: inhibits human ADAM17; P78536; recombinant ADAM17, EDANS/DABCYL FRET peptide cleavage; inhibition, % at 6.95 µM; 370,000 tested, 0.83% active; AID 720648;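 active = inhibition above the mean of compounds lying between control limits plus 3 SD, set per campaign, cut at about 8.5% in these data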;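 also: 0% = DMSO-only wells as the low control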
Target sequence (P78536 215-824 limits assumed): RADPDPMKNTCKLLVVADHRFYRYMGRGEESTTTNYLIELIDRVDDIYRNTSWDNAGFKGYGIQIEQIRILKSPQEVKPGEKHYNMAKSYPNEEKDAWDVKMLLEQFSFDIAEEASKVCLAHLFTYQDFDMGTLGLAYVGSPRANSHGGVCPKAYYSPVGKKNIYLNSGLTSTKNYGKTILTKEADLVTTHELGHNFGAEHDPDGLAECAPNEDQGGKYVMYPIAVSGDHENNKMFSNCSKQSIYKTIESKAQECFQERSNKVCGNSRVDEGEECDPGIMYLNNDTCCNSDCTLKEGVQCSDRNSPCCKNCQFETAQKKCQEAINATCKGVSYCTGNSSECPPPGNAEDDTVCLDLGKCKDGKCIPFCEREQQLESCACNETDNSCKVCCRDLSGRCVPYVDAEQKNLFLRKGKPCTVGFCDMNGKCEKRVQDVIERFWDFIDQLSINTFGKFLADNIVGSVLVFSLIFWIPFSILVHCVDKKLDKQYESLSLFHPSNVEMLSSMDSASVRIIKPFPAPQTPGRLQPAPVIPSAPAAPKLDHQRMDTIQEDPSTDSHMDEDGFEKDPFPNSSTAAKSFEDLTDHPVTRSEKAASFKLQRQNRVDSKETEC
SMARCA2 activ: activators of SMARCA2 function. AID 652017. 370,000 tested, 1% active. activation, % at 9.1 µM. MG213 cells, MMTV-luciferase reporter, dexamethasone, overnight; in the data active = activation above about 7.8%;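 also: 0% = vehicle wells and 100% = reference activator wells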
PLCb3 inh: PLC-beta3 (human) inhibition, primary screen | inhibition, % at 12.2 µM | Q01970 | 370,000 tested, 0.18% active | Purified PLC-beta3, fluorogenic substrate, fluorescence | AID 720704; in the data active = inhibition above about 11%;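 also: 0% = median of compound wells on plate and 100% = full blocker control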
ssDAF12 agonist: activators of S. stercoralis DAF-12 nuclear receptor; HEK293 ssDAF-12/GRIP1 lit1-tk-luc reporter, luminescence; % of 3 µM dafachronic acid response; activation, % at 6.8 µM; 370,000 tested, 1% active;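 active = activation above the mean over all tested compounds plus 3 SD, cut at about 0.9% in these data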;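 also: 0% = DMSO-only wells and 100% = 3 µM delta7-dafachronic acid wells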
hcDAF12 agonist: activators of H. contortus DAF-12 nuclear receptor; HEK293 hcDAF-12 lit1-tk-luc reporter, luminescence; 0% DMSO, 100% Δ7-dafachronic acid; 370,000 tested, 1.4% active; activation, % at 6.8 µM; AID 652067;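 active = activation above the mean of all tested compounds plus 3 SD, cut at about 5.5% in these data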;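 also: 100% = response to 3 µM Δ7-dafachronic acid high control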
DAX1 inh-1: inhibitors of DAX1 repression of SF-1 activated StAR promoter | 370,000 tested, 1.1% active | inhibition, % at 6.8 µM | AID 652010 | HEK293T StAR-luciferase reporter, SF-1/DAX-1 repression relief;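 active = inhibition above the mean over all tested compounds plus 3 SD, cut at about 3.6% in these data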;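 also: 0% = DAX-1 cells with DMSO and 100% = cells lacking DAX-1 with DMSO; higher inhibition means more luminescence from relief of DAX-1 repression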
hgDAF-12 ag: agonists of H. glycines DAF-12 nuclear receptor; HEK293 GAL4-hgDAF12 UAS-luciferase reporter, agonist luminescence; normalized to butyrate control; activation, % at 6.8 µM; 370,000 tested, 1.8% active;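 active = activation above a cutoff set at the mean of all screened compounds plus 3 SD, cut at about 10% in these data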;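 also: 0% = DMSO wells and 100% = sodium butyrate wells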
DAX1 inh-2: NR0B1 (DAX1) inhibition | P51843 | HEK293 Gal4-DAX1 luciferase reporter, luminescence | inhibition, % at 6.75 µM | 340,000 tested, 0.99% active | AID 504766;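 active = inhibition above the mean over all tested compounds plus 3 SD, cut at about 4.2% in these data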;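 also: 0% = DAX1-transfected cells with DMSO and 100% = empty-vector control cells with DMSO; inhibition shows as a rise in luminescence from relieved DAX1 repression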
MBD2 inh: blocks human MBD2 binding to methylated DNA; Q9UBB5; TR-FRET, MBD2 binding to methylated oligonucleotide; inhibition, % at 4.4 µM; 370,000 tested, 0.31% active; AID 686964; in the data active = inhibition above about 13%
Target sequence (Q9UBB5 whole entry, looked up): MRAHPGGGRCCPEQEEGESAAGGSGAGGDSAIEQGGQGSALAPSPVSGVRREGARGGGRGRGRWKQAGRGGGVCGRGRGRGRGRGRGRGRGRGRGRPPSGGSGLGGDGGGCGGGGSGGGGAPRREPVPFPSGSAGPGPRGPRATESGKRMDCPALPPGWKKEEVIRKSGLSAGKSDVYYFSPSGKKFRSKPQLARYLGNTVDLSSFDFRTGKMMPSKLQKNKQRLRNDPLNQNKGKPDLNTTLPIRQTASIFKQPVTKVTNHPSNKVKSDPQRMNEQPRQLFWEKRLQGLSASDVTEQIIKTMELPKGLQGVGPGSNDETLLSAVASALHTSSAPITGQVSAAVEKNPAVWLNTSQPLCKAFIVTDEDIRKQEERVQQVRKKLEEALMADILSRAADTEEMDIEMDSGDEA
* hit, by the source's call; x = not tested or not shown.

Molecule | ADAM17 inh | Rev-erbA mod | hgDAF-12 ag | SMARCA2 activ | MBD2 inh | ssDAF12 agonist | PLCb3 inh | hcDAF12 agonist | DAX1 inh-1 | PLCg1 inh | DAX1 inh-2
COc1ccc(OC)c(NS(=O)(=O)c2ccc3c(c2)n(C)c(=O)n3C)c1 | -6 | -5 | -0.8 | -5 | 2 | -0.7 | 1 | 0.9 | 0.2 | 0 | -0.5
Cc1cc2ccccc2c(=O)n1CC(=O)NCC(=O)N1CCCC(C)C1 (stereo not given) | -11 | 2 | -1.1 | 0 | -4 | -1.2 | -7 | -1.1 | -0.9 | -3 | -0.8
COc1ccc(NC(=O)CN(C)C(=O)c2cc(C3CC3)nn2-c2ccccc2)cc1 | -3 | 0 | -2.3 | -1 | 5 | -1.7 | -8 | 0.7 | -2.6 | -1 | -1.1
CN(C)c1ccc(CNCCC2(O)CCOC(C)(C)C2)cc1 (stereo not given) | -2 | 1 | -0.1 | -1 | 1 | -1.5 | 1 | -0.1 | 0.2 | 2 | 0.1
O=C(Nc1cccnc1)c1noc2c1CCCC2 | 1 | 0 | 5.7 | 6 | -1 | -1.2 | 2 | 1.7 | 2.0 | 3 | 0.0
O=C(Cc1ccc(NC(=O)C2CCCN(C(=O)C3CCCCC3)C2)cc1)Nc1ccc(C(=O)N2CCOCC2)cc1 (stereo not given) | 3 | 3 | -0.1 | -5 | 4 | -0.9 | 9 | -1.3 | 0.1 | 10* | -0.4
Cc1ccc2nc(/C(C#N)=C\c3ccc(N4CCCCC4)c([N+](=O)[O-])c3)[nH]c2c1 | 4 | -14 | 3.4 | 0 | -6 | -0.1 | -115 | -0.5 | -0.2 | -78 | 1.6
CCOc1ccc(C(C(=O)NCC2CCCO2)N(Cc2ccccc2)C(=O)c2snc(C(N)=O)c2N)cc1 (stereo not given) | -10 | 1 | -0.8 | 0 | 4 | -0.8 | -18 | -1.4 | 0.3 | -12 | -0.6
O=S(=O)(Nc1cc(S(=O)(=O)N2CCOCC2)ccc1O)c1ccc2c(c1)OCCCO2 | 3 | -1 | 0.2 | -2 | 3 | -1.4 | -2 | 0.1 | -1.2 | 3 | -0.3
Cc1cc(NC(=O)c2ocnc2C)no1 | -4 | -1 | 1.5 | 1 | -4 | -1.7 | 4 | -0.1 | -0.8 | 0 | -0.3
CCCC(=O)N1CCCC1(C)C(=O)NCc1ccc(SC)cc1 (stereo not given) | -3 | -3 | -2.5 | 0 | -1 | -1.1 | 3 | 0.2 | 1.2 | 0 | x
CO/N=C/NC(=O)c1cn(-c2ccc(F)cc2)c(=O)c2ccccc12 | 0 | 0 | 4.2 | 1 | -3 | -1.1 | 1 | -0.5 | -0.9 | 2 | -0.8
Cc1ccc(NC(=O)CCNS(=O)(=O)c2cc(Br)cnc2N)cc1Cl | -2 | -1 | -1.0 | -5 | 2 | -1.4 | -6 | -2.0 | 0.1 | -3 | 0.4
CCOc1ccc(C(=O)CN2C(=O)NC3(CCCCCC3)C2=O)cc1 | 0 | 9 | 4.1 | -1 | -2 | -1.0 | -10 | 3.2 | 1.2 | -6 | 0.1
CN(CCc1ccccc1)C(=O)c1ccc(NC(=O)Cc2cccc(NC(=O)C3CCN(C(=O)c4ccccc4)CC3)c2)cc1 | -1 | -2 | -1.6 | -4 | -1 | -1.0 | -2 | -1.9 | -0.4 | 2 | 0.9
CC(C)(C)c1ccc(Oc2coc3cc(OCC(=O)O)ccc3c2=O)cc1 | 2 | 1 | -0.7 | -3 | -4 | -2.0 | -5 | -0.4 | 0.0 | 1 | -0.6
Cc1ccc(S(=O)(=O)N2CCC(C(=O)NCCCN3CCCCCC3)CC2)cc1 | 1 | -13 | -1.3 | 3 | -1 | -1.9 | -1 | 0.3 | -0.4 | 2 | 2.7
Cc1ccccc1OCC(O)Cn1c(N2CCN(c3ccccc3)CC2)nc2c1c(=O)[nH]c(=O)n2C (stereo not given) | -9 | -1 | 0.6 | 3 | 6 | -1.2 | 1 | 3.8 | 0.0 | 1 | 1.4
COc1ccccc1NC(=O)COc1cccc(-n2cnnn2)c1 | 1 | 0 | -2.4 | 1 | -8 | -1.7 | 2 | -2.2 | -0.7 | 4 | 0.8
Cn1c(NCc2ccccc2)cc(=O)n(C)c1=O | -5 | 6 | 0.5 | -3 | 6 | -0.6 | -3 | 2.7 | 0.2 | -1 | -0.1
COC(C(=O)NNS(=O)(=O)c1ccc([N+](=O)[O-])cc1)c1ccccc1 (stereo not given) | 1 | -1 | 0.4 | -2 | -5 | -0.2 | 7 | -0.2 | 0.1 | 12* | -0.3
CCN(C(=O)COC(=O)c1cnc(C)cn1)C1CCS(=O)(=O)C1 (stereo not given) | -2 | 0 | 2.2 | 0 | -1 | -0.9 | -6 | 1.1 | -1.4 | -1 | 0.4
COc1ccc(/C=C(/NC(=O)c2ccco2)C(=O)NCCc2ccccc2)cc1 | -2 | -1 | -1.2 | -1 | 1 | -0.6 | -12 | -1.3 | -0.4 | 0 | 0.0
Cc1cc(C)c2c(CC(=O)Nc3ccc(Cl)cn3)coc2c1 | -2 | -4 | 0.7 | 0 | 3 | -1.1 | 7 | -1.9 | -0.1 | -132 | 1.2
COc1c(Cl)cc(Cl)cc1C(=O)Nc1ccc(NC(C)=O)cc1 | 0 | 6 | 0.7 | -3 | 6 | -1.4 | -5 | 0.8 | 0.3 | -2 | -0.8

The final two compounds of the section above come first, to join the parts:
Molecule | ADAM17 inh | Rev-erbA mod | hgDAF-12 ag | SMARCA2 activ | MBD2 inh | ssDAF12 agonist | PLCb3 inh | hcDAF12 agonist | DAX1 inh-1 | PLCg1 inh | DAX1 inh-2
Cc1cc(C)c2c(CC(=O)Nc3ccc(Cl)cn3)coc2c1 | -2 | -4 | 0.7 | 0 | 3 | -1.1 | 7 | -1.9 | -0.1 | -132 | 1.2
COc1c(Cl)cc(Cl)cc1C(=O)Nc1ccc(NC(C)=O)cc1 | 0 | 6 | 0.7 | -3 | 6 | -1.4 | -5 | 0.8 | 0.3 | -2 | -0.8
O=C(NCCCN1CCOCC1)c1ccc2c(c1)N(Cc1ccccc1)C(=O)c1ccccc1S2=O (stereo not given) | 0 | 11 | -1.6 | -2 | 3 | -0.3 | -6 | -0.8 | -0.9 | 6 | 1.1
N#C/C(=C\c1ccc(F)cc1F)S(=O)(=O)c1ccccn1 | 0 | 0 | 2.4 | 1 | 1 | -0.3 | -9 | -0.7 | -0.2 | -3 | 2.1
O=S(=O)(NC1CCCC1)c1ccccc1Br | 5 | 0 | -2.1 | -1 | 2 | -1.0 | 16* | -0.2 | 0.0 | 9 | 0.9
O=C(c1cc2ccccc2o1)N1CCCCCC1 | -6 | -2 | 5.5 | 1 | -3 | -0.6 | 0 | 1.9 | -0.1 | -2 | 1.2
CCOc1cc(CN2CCCC(C(=O)c3cccc(C(F)(F)F)c3)C2)ccc1O (stereo not given) | 1 | 6 | 0.8 | -1 | -6 | -1.5 | 4 | -2.2 | -0.3 | 1 | 0.9
COc1ccccc1NC(=O)CC12CC3CC(CC(Br)(C3)C1)C2 | 2 | -3 | 0.1 | -2 | -2 | -1.2 | -4 | 2.3 | 0.1 | 2 | 1.4
COc1ccc(/C=N\NS(=O)(=O)c2ccc(Cl)cc2)cc1COc1ccccc1[N+](=O)[O-] | -1 | 5 | 0.1 | 0 | 2 | -1.2 | 2 | -0.1 | -0.2 | 0 | -0.6
COc1ccc(OC)c(NC(=O)NC2(C(F)(F)F)Oc3ccccc3O2)c1 | 2 | 0 | -2.3 | -4 | 1 | -1.1 | 0 | -1.0 | 0.1 | -3 | 0.1
COCCN(C(=O)Cn1nnc2ccccc21)C(C(=O)NC1CCCC1)c1cc(OC)ccc1OC (stereo not given) | -9 | 6 | 0.3 | 0 | -7 | -1.4 | 0 | -1.8 | -0.3 | -2 | 0.1
CCOc1ccccc1NC(=O)N1CCCC(c2nc3c(nnn3Cc3ccc(C)cc3)c(=O)[nH]2)C1 (stereo not given) | 0 | 1 | -5.6 | -2 | -3 | -1.6 | 3 | -0.9 | -0.5 | -2 | 0.8
CCOC(=O)C(NC(=O)c1ccccc1F)(Nc1cc(C)on1)C(F)(F)F (stereo not given) | 5 | 3 | 1.9 | -3 | 3 | -1.0 | 12* | 1.0 | 0.6 | 5 | 1.1
COc1ccc(C(=O)C[n+]2ccc(N)c(C)c2C)cc1 | -4 | 4 | -5.1 | -2 | -2 | -1.2 | 6 | -1.4 | -1.1 | 1 | -0.8
CCOC(=O)c1c(NC(=O)c2ccco2)sc2c1CCCCC2 | -2 | 6 | -2.5 | 3 | -1 | -1.4 | -17 | -1.5 | -0.1 | -9 | -0.8
Cc1cccc(COC(=O)Nc2ccc(NC(=O)c3ccccc3Cl)cc2)c1 | -1 | -2 | -1.0 | -2 | 1 | -1.2 | -9 | -1.0 | -0.4 | 1 | -1.5
C=CCSc1nnc(COc2ccc(=O)n(-c3ccccc3)n2)n1CC | -3 | 0 | 2.5 | -4 | -3 | -2.0 | -4 | -1.7 | 0.7 | 1 | -1.0
Cc1ccccc1-c1nc(-c2ccccn2)no1 | 0 | -6 | -2.6 | 1 | 3 | -0.7 | 5 | 5.2 | 1.4 | 4 | -2.6
COc1ccc(CC(=O)NC(C)c2ccc(Cl)c(Cl)c2)cc1S(=O)(=O)N1CCOCC1 (stereo not given) | 1 | 4 | -3.1 | -2 | -4 | -0.9 | -3 | -1.6 | -0.9 | 2 | -0.8
Cc1nnc(SCC2=C(C(=O)O)N3C(=O)C(NC(=O)C(C)n4nc(C(F)(F)F)cc4C)C3SC2)s1 (stereo not given) | -2 | -4 | -2.8 | -3 | 1 | -1.3 | -4 | -1.0 | -0.5 | 5 | -0.1
CCCCn1c(N)c(N(CCOC)C(=O)c2c(CC)noc2C)c(=O)[nH]c1=O | -3 | -6 | 2.7 | 5 | -1 | -0.8 | -11 | -0.4 | -1.2 | -7 | 1.7
COc1ccc(NS(=O)(=O)c2csc(C(N)=O)c2)cc1OC | 2 | -12 | 2.6 | -4 | -2 | -0.4 | -3 | -0.3 | 0.1 | 1 | 0.8
COc1ccc(N(CC(=O)N2CCN(c3ccc(Cl)cc3)CC2)S(=O)(=O)c2c(C)n[nH]c2C)cc1 | 6 | 1 | -3.1 | -5 | 3 | -0.4 | 5 | -3.4 | -1.3 | 2 | -0.6
CCOC(=O)N1CCN(C(=O)CSc2ccc(-c3ccncc3)nn2)CC1 | 0 | 3 | -1.1 | -2 | -1 | -1.6 | 2 | -1.1 | 0.6 | 1 | -1.1
Cc1ccc(NCc2nnc(SCC(=O)Nc3ncc(C)s3)n2Cc2ccco2)c(C)c1 | -1 | -3 | 2.2 | -1 | -7 | -0.4 | 0 | -0.9 | 0.3 | 1 | -1.0
Cc1c([N+](=O)[O-])c(N)nn1C | -2 | -5 | 0.1 | -1 | 1 | -0.7 | -5 | -1.4 | 0.1 | 2 | 2.4
C[C@@H]1CN([C@@H](C)CO)C(=O)c2cc(Br)cnc2O[C@@H]1CN(C)Cc1ccccn1 | -4 | -10 | -0.4 | -4 | -7 | -0.9 | -3 | 0.6 | -0.2 | 1 | x

Screening results as filed in PubChem BioAssay.
